# Compound activity (PubChem BioAssay)
# PPARg SRC1 recr – PPARgamma agonists recruiting SRC-1 coactivator, primary screen, biochemical; activation, % at 8 µM; 200,000 compounds, 0.41% hits; PPARgamma-SRC-1 coactivator recruitment biochemical assay; AID 631, 2007; Peroxisome proliferator-activated receptor gamma (Homo sapiens), P37231; in the data active = activation above about 19%;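 also: 0% = DMSO and 100% = reference agonist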
# STAT1 blocker – STAT1 signaling inhibitors, primary screen, cell-based, HTS, luciferase reporter. inhibition, % at 5.5 µM. NIH 3T3 STAT1-luciferase reporter, IFN-gamma, luminescence. 200,000 compounds, 0.35% hits;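 active = inhibition above a set limit, the mean inhibition across all tested compounds plus 3 SD, cut at about 34% in these data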;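 also: 0% = IFN-gamma with DMSO and 100% = IFN-gamma with 300 µM nifuroxazide; values of inactives mirror those of a sister screen read the other way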
# PPARg SRC2 recr – agonists of PPARg-SRC-2 recruitment, primary screen, biochemical, HTS; 200,000 compounds, 0.34% hits; activation, % at 8 µM; PPARgamma LBD-SRC-2 recruitment; Peroxisome proliferator-activated receptor gamma (Homo sapiens), P37231; in the data active = activation above about 22%;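 also: 0% = vehicle and 100% = reference agonist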
# bIAP inh – bovine intestinal alkaline phosphatase inhibitors, primary screen, selectivity assay for TNAP inhibitor project, biochemical, bovine IAP, CDP-star luminescence | 190,000 tested, under 10 active | AID 1019, 2008 | purified bovine IAP, 30 min | inhibition, % at 20 µM;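 active = over 50% inhibition of intestinal alkaline phosphatase at 20 µM in the single-dose screen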
#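 test system = bovine IAP enzyme | medium = DEA buffer 100 mM, pH 9.8, with MgCl2 1.0 mM, ZnCl2 0.02 mM | detection = luminescence | dosing = single compound dose of 20 µM, 2% DMSO final | incubation = 30 min reaction at room temperature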
# PPARg SRC-3 ag – PPARgamma agonists recruiting SRC-3 coactivator, primary screen, biochemical. Peroxisome proliferator-activated receptor gamma (Homo sapiens), P37231. biochemical PPARgamma/SRC-3 coactivator recruitment assay. activation, % at 8 µM. 200,000 compounds, 0.26% hits. AID 731, 2007; in the data active = activation above about 23%;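 also: 0% = DMSO and 100% = reference agonist; some compounds past the cut are filed as inactive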
# TNAP act hiacc – TNAP activators at high phosphate acceptor level, primary screen, biochemical, luminescence, uHTS. Alkaline phosphatase, tissue-nonspecific isozyme (Homo sapiens), P05186. purified TNAP, CDP-star luminescence, 1 M DEA, 30 min; stronger effect = higher value; 0 = EDTA background, 1 = DMSO-only activity. activation factor at 20 µM. 200,000 tested, under 10 active. AID 1136, 2008;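 active = activation factor at least 2 at 20 µM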
# Target sequence (P05186 whole entry, looked up): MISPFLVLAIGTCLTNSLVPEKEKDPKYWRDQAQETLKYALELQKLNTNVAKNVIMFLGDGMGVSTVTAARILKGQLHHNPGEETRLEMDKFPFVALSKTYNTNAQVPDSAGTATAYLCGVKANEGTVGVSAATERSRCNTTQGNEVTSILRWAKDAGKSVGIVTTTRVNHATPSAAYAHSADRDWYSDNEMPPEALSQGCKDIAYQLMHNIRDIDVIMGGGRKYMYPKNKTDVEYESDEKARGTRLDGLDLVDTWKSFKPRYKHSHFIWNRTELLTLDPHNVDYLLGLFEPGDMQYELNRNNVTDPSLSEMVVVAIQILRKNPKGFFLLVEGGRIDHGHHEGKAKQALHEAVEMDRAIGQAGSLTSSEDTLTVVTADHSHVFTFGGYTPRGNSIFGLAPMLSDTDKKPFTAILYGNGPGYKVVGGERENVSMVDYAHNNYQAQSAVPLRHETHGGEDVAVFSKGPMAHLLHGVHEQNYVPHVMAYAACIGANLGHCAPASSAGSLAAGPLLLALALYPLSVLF
#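 Measured by: Luminescent substrate turnover signal | Test system: Human TNAP | Input: TNAP 1/800 final | Dosing: 20 µM single point | Schedule: 30 min, room temperature | Controls: EDTA wells as negative control, DMSO wells as positive control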
# STAT3 inh – IL-6 driven STAT3 reporter inhibitors, primary screen, U3A cells, luciferase, luminescence, MLSCN library | IL-6 STAT3-luciferase reporter; host cell line lacks STAT1 | inhibition, % at 5.5 µM | 190,000 compounds, 0.89% hits | AID 862, 2007;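 active = inhibition above the mean inhibition across all screened compounds plus 3 SD, cut at about 44% in these data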;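 also: 0% = DMSO only wells and 100% = 100 µM nifuroxazide control wells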
# TR-FRET SRC-2 ct – TR-FRET signal artefacts, primary screen, artefact control for PPARgamma SRC-2 agonist project, biochemical; TR-FRET artefact counter-screen; stronger effect = higher value; TR-FRET ratio at 8 µM; 200,000 compounds, 0.4% hits; in the data active = TR-FRET ratio above about 2000; also: inactives centre near 1500
# STAT3 activator – IL-6 driven STAT3 reporter potentiators, primary screen, U3A cells, luciferase, luminescence, MLSCN library | IL-6 STAT3-luciferase reporter; 100% = signal with IL-6 EC80 alone | activation (% of control), % at 5.6 µM | 190,000 compounds, 0.91% hits | AID 871, 2007;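 active = activation above the screen-wide mean of compound activation plus 3 SD, cut at about 130% in these data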;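 also: 0% = background luminescence of wells with medium and substrate only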
#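 Material: STAT3-luciferase reporter U3A cells. Controls: IL-6-treated wells, 100% activation. Read-out: % activation versus median of IL-6-stimulated wells. Probe or stimulus: IL-6 stimulus at 33 ng/mL final. Timing: compound 1 h, then IL-6 6 h at 37 °C. Signal: reporter luminescence signal.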
# ROMK primary – ROMK potassium channel modulators, primary screen, cell-based, thallium flux, MLSMR library. ATP-sensitive inward rectifier potassium channel 1 (Homo sapiens), P48048. 130,000 compounds, 2% hits. B-score at 10 µM. Tet-inducible ROMK, thallium flux fluorescence; actives lie on both sides. AID 1918, 2009;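 active = signal ratio slope over the read window, or its plate-corrected B-score, at least 3 SD from the plate mean, either direction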;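 also: B-score of the F/F0 ratio slope over 7 to 12 s after thallium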
# Target sequence (P48048 whole entry, looked up): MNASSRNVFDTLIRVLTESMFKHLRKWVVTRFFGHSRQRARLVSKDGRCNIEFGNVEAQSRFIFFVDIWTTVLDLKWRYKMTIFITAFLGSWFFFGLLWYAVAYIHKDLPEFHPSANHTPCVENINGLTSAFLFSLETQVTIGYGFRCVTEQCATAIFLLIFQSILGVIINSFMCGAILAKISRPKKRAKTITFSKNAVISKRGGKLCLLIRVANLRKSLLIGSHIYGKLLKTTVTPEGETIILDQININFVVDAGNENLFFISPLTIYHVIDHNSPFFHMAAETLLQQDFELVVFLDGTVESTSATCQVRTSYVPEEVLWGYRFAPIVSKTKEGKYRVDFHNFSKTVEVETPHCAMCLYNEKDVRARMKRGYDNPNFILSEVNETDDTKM
# bIAP activator – bovine intestinal alkaline phosphatase activators, primary screen, biochemical, bovine IAP, CDP-star luminescence; alkaline phosphatase, intestinal [Bos taurus]; purified bovine IAP, 30 min; stronger effect = higher value; fold of DMSO-control signal, blank-subtracted; activation factor at 20 µM; 200,000 compounds, 0.17% hits;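 active = activation factor of 2 or more at 20 µM, a signal rise over negative controls twice the positive control's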
# The depositor's hits bear a star; . = no result given.
# The first 3 compounds, to show the layout:
smiles,PPARg SRC1 recr,STAT1 blocker,PPARg SRC2 recr,bIAP inh,PPARg SRC-3 ag,TNAP act hiacc,STAT3 inh,TR-FRET SRC-2 ct,STAT3 activator,ROMK primary,bIAP activator
COc1ccc(N2C3=C(CC4=C2CC(C)(C)CC4=O)C(=O)CC(C)(C)C3)cc1,-4,1,5,5,-9,1,2,1652,102,.,0.9
O=C(CNC(=O)C12CC3CC(CC(C3)C1)C2)N1CCN(S(=O)(=O)c2cccs2)CC1,2,4,2,-36,-1,1,-10,1537,106,0.24,1.4
O=C(C(c1ccccc1)c1ccccc1)N(Cc1ccco1)C1CCS(=O)(=O)C1 (centres undefined),10,4,3,4,17,1.1,-3,1629,104,-0.064,1

# The listing, from the first entry:
smiles,PPARg SRC1 recr,STAT1 blocker,PPARg SRC2 recr,bIAP inh,PPARg SRC-3 ag,TNAP act hiacc,STAT3 inh,TR-FRET SRC-2 ct,STAT3 activator,ROMK primary,bIAP activator
COc1ccc(N2C3=C(CC4=C2CC(C)(C)CC4=O)C(=O)CC(C)(C)C3)cc1,-4,1,5,5,-9,1,2,1652,102,.,0.9
O=C(CNC(=O)C12CC3CC(CC(C3)C1)C2)N1CCN(S(=O)(=O)c2cccs2)CC1,2,4,2,-36,-1,1,-10,1537,106,0.24,1.4
O=C(C(c1ccccc1)c1ccccc1)N(Cc1ccco1)C1CCS(=O)(=O)C1 (centres undefined),10,4,3,4,17,1.1,-3,1629,104,-0.064,1
CCC(C)n1nccc1NC(=O)C(C)Cl (centres undefined),5,-17,4,-4,-1,1,-4,1548,104,0.22,1
Cc1ccccc1OCC(=O)Nc1cc(Cl)ccc1Oc1ccccc1,1,-4,3,11,-2,1,-15,1494,111,.,0.9
Cc1ccc(CC23CN4CCN(CC(C4)C2O)C3)c(C)c1 (centres undefined),4,3,-5,-6,3,1,6,1660,98,.,1.1
Cn1cccc1CC(=O)N/N=C/C=C/c1ccco1,4,-8,3,-10,0,1,-5,1608,102,-0.92,1.1
COc1ccc(CCC(=O)N2CCN(S(=O)(=O)c3ccc4ccccc4c3)CC2)cc1,9,18,8,-4,3,1,14,1566,91,.,1
Cc1ccc(CNC(=O)CCCC(=O)Nc2cc(C)on2)cc1,-15,-8,-7,4,1,1,3,1332,101,0.15,1
Nc1c(Cl)cnc(C(Cl)(Cl)Cl)c1Cl,5,11,-16,1,1,1,13,1517,96,0.51,1
CCCc1c(O)nc(SC2CC(=O)N(c3cc(OC)ccc3OC)C2=O)[nH]c1=O (centres undefined),3,-5,3,4,-3,1,0,1410,106,.,1
CCOC(=O)C1CCCN(CCC(=O)Nc2ccc(F)c(F)c2)C1 (centres undefined),4,3,-3,1,-4,1,1,1408,103,-0.0046,1
O=C1N/C(=C/c2ccc(N3CCOCC3)o2)C(=O)N1c1cccc(Cl)c1,12,-32,2,3,4,1,17,1588,93,-4.9*,1
COc1ccc(NC(=O)COc2nc3ccccc3nc2N2CCOCC2)c(OC)c1,-4,11,-6,2,0,1,0,1230,102,0.46,1
Cc1ccc(CN(Cc2cccnc2)C(=O)CN2C(=O)COc3ccccc32)o1,-1,12,9,4,-13,1,14,1429,90,0.93,1

# More structures follow.
smiles,PPARg SRC1 recr,STAT1 blocker,PPARg SRC2 recr,bIAP inh,PPARg SRC-3 ag,TNAP act hiacc,STAT3 inh,TR-FRET SRC-2 ct,STAT3 activator,ROMK primary,bIAP activator
Cc1nn(-c2ccccc2)c(C)c1CN,2,-5,16,1,1,1.1,7,1750,95,-0.45,1
O=C(NC1Cc2ccccc2C1)c1cc(COc2ccc(F)cc2Cl)on1,3,-5,-3,9,4,1,14,1669,93,0.53,0.9
CCOC(=O)c1cn(CC(=O)Nc2cccc(Cl)c2)nn1,2,3,4,2,-3,0.9,-1,1505,105,-0.076,1
CC(NC(=O)CC1SC(N)=NC1=O)c1ccccc1 (centres undefined),-3,2,5,-8,-1,1,-2,1469,104,1.2*,1.1
c1ccc(-c2ccccc2OCCCCN2CCCCCC2)cc1,12,13,4,-10,6,1,16,1709,93,-2,1.1
CCCn1nnc(NC(=O)c2ccc(Cl)cc2Cl)n1,-1,-33,-8,-2,-2,1,-17,1156,119,-0.035,1
O=C(CCc1ccc(S(=O)(=O)N2CCOCC2)cc1)OCc1nc2ccccc2s1,5,-22,6,1,2,1,-44,1730,142*,0.55,1
O=C(COC(=O)c1ccc(Cl)s1)c1cc2ccccc2o1,5,2,-2,14,-3,1,1,1541,99,-0.05,0.9
Cc1cc(=O)[nH]c2cc(Cl)ccc12,-2,1,0,12,1,1.1,11,1551,95,.,0.9
CCOC(=O)CSc1nc2ccc(N3CCOCC3)cc2c(=O)n1Cc1ccc2c(c1)OCO2,-5,-5,2,6,-2,1,3,1637,101,-0.35,0.9
CCOC(=O)N1CCN(CCC(=O)Nc2cc(C)ccc2OC)CC1,3,0,3,-16,1,1,2,1699,101,0.2,1.2
Cc1occc1C(=O)NCCCCc1ccccc1,-4,-3,-4,2,-4,1,6,1368,95,-0.22,1
C/C(=N/NC(=O)CNC(=O)c1ccccc1)c1ccc(C)cc1,5,-5,0,7,0,1,4,1539,98,0.61,0.9
COC(=O)C1C(=O)C=C(Nc2ccc(F)cc2)CC1c1ccc(OC)cc1 (centres undefined),2,-13,5,32,4,1,-10,1757,109,0.23,0.7
O=C1CSC(c2ccc(F)cc2)N1c1nc2ccccc2s1 (centres undefined),6,-6,16,11,5,1,-13,1610,108,-0.5,0.9

# (list continues)
smiles,PPARg SRC1 recr,STAT1 blocker,PPARg SRC2 recr,bIAP inh,PPARg SRC-3 ag,TNAP act hiacc,STAT3 inh,TR-FRET SRC-2 ct,STAT3 activator,ROMK primary,bIAP activator
CCCCNc1nc(=S)[nH]c2cc(OC)c(OC)cc12,2,-2,12,18,19,1,4,1699,98,.,0.8
COc1ccc(NC(=O)c2ccc(CN3CCN(c4ccccc4)CC3)cc2)cc1,2,14,-9,6,-12,1,18,1412,92,.,0.9
COc1cccc2cc(C(=O)N3CCN(c4ncccn4)CC3)c(=O)oc12,6,1,2,4,3,1,4,1444,98,-0.32,1
CCc1ccc(NC(=S)NCC2CCCN2CC)cc1 (centres undefined),0,-7,3,6,-3,1,-2,1393,103,0.5,0.9
CC(C)(C)N1CC(c2nc3ccccc3n2CCOc2ccccc2)CC1=O (centres undefined),-7,4,1,-30,-1,1.1,3,1391,102,-0.57,1.3
Oc1ccc(/C=N/Nc2nccnc2Cl)c(O)c1,1,7,7,16,-1,0.8,10,1448,90,-0.065,0.8
CCOc1ccc(-c2cc(C(=O)NN)[nH]n2)cc1,-8,-30,2,-8,0,1,21,1442,81,.,1.1
CCOC(=O)C1(CC)NC(c2cccc(F)c2)C2C(=O)N(CC)C(=O)C21 (centres undefined),6,2,-9,-2,-16,1,-2,1528,101,0.065,1
COc1cc(C)c(CN2CCCCC2CO)cc1C (centres undefined),3,1,3,4,1,1,7,1641,98,.,1
COC(=O)C(C(=O)OC)c1ccc(NC(=O)c2cccc(Cl)c2)cc1,8,-12,8,8,6,1.1,10,1703,95,0.3,0.9
COc1ccccc1OCCSc1ncnc2nc[nH]c12,-3,6,-2,-5,-10,1,6,1468,100,.,1
O=C1CC(c2ccccc2)CC(O)=C1C=Nc1ccc(O)cc1 (centres undefined),-1,-35,10,-5,-3,1.1,0,1523,108,0.47,1
COc1ccc(CC(=O)NNc2ncnc3c2cnn3C)cc1OC,3,8,8,5,2,1,8,1519,96,.,1
O=C(NC1CCCCC1)N(Cc1cc2cc3c(cc2[nH]c1=O)OCCO3)CC1CCCO1 (centres undefined),-3,-13,4,-4,1,1.1,2,1575,103,.,1
O=C(Nc1ccccc1-c1ccccc1)c1cccc([N+](=O)[O-])c1,-1,-9,4,22,-11,1,16,1468,92,.,0.8

# (more compounds)
smiles,PPARg SRC1 recr,STAT1 blocker,PPARg SRC2 recr,bIAP inh,PPARg SRC-3 ag,TNAP act hiacc,STAT3 inh,TR-FRET SRC-2 ct,STAT3 activator,ROMK primary,bIAP activator
C=CCn1c(Oc2cccc(C)c2)nc2c1c(=O)n(C)c(=O)n2C,1,4,-1,1,0,1,12,1737,95,0.66,1
Cc1ccc(Nc2nc3nonc3nc2N(C)C)cc1,1,9,5,7,11,1,13,1536,94,.,0.9
Cc1c(C(=O)NCc2cccnc2)oc2ccc(S(=O)(=O)N3CC(C)CC(C)C3)cc12 (centres undefined),5,2,1,-4,6,1,-46,1651,136*,.,1
O=C(COC(=O)/C=C/c1cccc([N+](=O)[O-])c1)NCC1CCCO1 (centres undefined),8,0,10,14,3,1.1,-4,1706,104,0.024,0.9
COc1cc2cc(Br)cc(Br)c2nc1C,9,4,13,7,19,1,14,1921,94,0.64,0.9
COC(=O)c1sc2cc(C(F)(F)F)cnc2c1-c1cccnc1,0,8,1,9,-13,1,-10,1469,113,.,0.9
Cn1c(-c2cccc(OCc3ccccc3)c2)nc2c1c(=O)[nH]c(=O)n2Cc1ccccc1,2,-2,5,0,-2,1.1,4,1609,102,-0.71,1
O=C(O)CC(SCC(=O)Nc1ccccc1)C(=O)O (centres undefined),-2,2,2,-19,5,1.1,-3,1416,104,0.024,1.2
CN(C)N1C(=O)CC(NNC(=O)c2ccncc2)C1=O (centres undefined),-1,-8,-3,10,-1,1,-4,1384,106,.,0.9
CCCC(=O)Nc1ccc(NC(=O)C23CC4CC(CC(C4)C2)C3)cn1,-4,-17,10,-4,-15,1,-14,1458,116,0.49,1
O=C(CC1SC(=O)N(c2ccccc2)C1=O)Nc1ccccc1 (centres undefined),5,6,3,16,11,1,4,1829,98,-0.88,0.8
CCOc1ccc2nc(SCC(=O)NC(=O)NCc3ccco3)sc2c1,0,-16,-2,17,-9,1.1,-8,1356,109,.,0.8
CCOC(=O)c1sc2nc(SCC(=O)NCc3ccco3)n(Cc3ccccc3)c(=O)c2c1C,8,-14,5,29,-2,1,10,1572,91,.,0.7
Cc1cccc(N2CCN(C(c3ccc(N(C)C)cc3)c3nnnn3C(C)(C)C)CC2)c1C (centres undefined),6,-1,7,-1,-7,1,-1,1600,102,-2.9*,1
CN1/C(=C/C(=O)C2CCC2)Sc2ccccc21,11,-27,6,5,1,1,-7,1359,114,.,1
CC(=O)Cn1c(C(F)(F)F)nc2ccccc21,3,-9,4,1,16,1.1,11,1537,91,.,1
